NCI-60 one-dose screen, 48 h, at 10 µM unless noted. Numbers give growth in % (100 = growth as untreated, 0 = no growth, -100 = all killed).
HL-60(TB): HL-60(TB) leukemia cells. 9% of 78,000 active. AID 1794776; active means growth percent below 10
Numbers without * were called inactive. An excerpt; the hit share may differ from the screen's.

SMILES	HL-60(TB)
Cn1cnc([N+](=O)[O-])c1Sc1n[nH]c(N)n1	62
Nc1ccc([N+](=O)[O-])cc1-c1nc2ccccc2[nH]c1=O	108
O=C1c2cccc3cccc(c23)C(=O)N1Nc1nc(NC2CCCCC2)nc(N2CCOCC2)n1	101
O=C(Cc1ccccc1)NNc1nc(N2CCOCC2)nc(N2CCN(C(c3ccccc3)c3ccccc3)CC2)n1	98
Nc1ccc2c(O)c(N=Nc3ccccc3)c(S(=O)(=O)O)cc2c1	103
O=C1N=c2ccccc2=C/C1=C\c1cc(-c2ccccc2)[nH]c1O	96
CC1(C)OC(=O)C(=Cc2ccc(Br)cc2)C(=O)O1	115
COc1ccc(-c2nn(-c3ccccc3)cc2-c2nc3ccccc3o2)cc1	111
CC(C)OC(=O)[C@H](C)NP(=O)(OC[C@H]1O[C@@H](n2cnc3sc4c(=O)[nH]c(N)nc4c32)C(F)(F)[C@@H]1OP(=O)(N[C@@H](C)C(=O)OC(C)C)Oc1ccccc1)Oc1ccccc1 (some centres not stated)	49
CCCCn1c(=O)c(-c2cc(-c3ccc(F)cc3)nc(-c3ccc(F)cc3)c2)cc2ccc(Cl)cc21	101
CCCCCCCNC(=O)C(Cl)Cl	96
COc1ccc2nc3cc(Cl)ccc3c(Cl)c2n1	108
Oc1ccccc1C1NC(=S)Nc2c1sc1ccc(Cl)cc21 (configuration not stated)	105
COc1cc(C2CC(c3ccc4c(c3)OCO4)=NN2C=O)cc(OC)c1OC (configuration not stated)	0.6*
CNC1=C([N+](=O)[O-])C(c2ccc(Br)cc2)C(C#N)=C(c2ccc[nH]2)O1 (configuration not stated)	81
O=C(O)C1(c2ccccc2)OC1c1ccccc1 (configuration not stated)	108
COc1ccc2cnc(N)c(C#Cc3cc(C(=O)Nc4ccc(CN5CCN(C)CC5)c(C(F)(F)F)c4)cnc3C)c2c1	95
O=C(Cc1ccc(/C=C/C(=O)c2nccs2)cc1)Nc1ccccc1	75
O=C1C=CC(=O)C(Sc2ccccc2)=C1	95
NC(=S)NN=C(c1ccccc1)c1ccccc1	87
CC(=O)c1cc(O)ccc1O	62
N#Cc1ccc(Cn2cc(CSc3nc4ccccc4o3)nn2)cc1	93
CC1=[N+](CCN(C)C)[B-](F)(F)OC(c2ccccc2)=C1	101
O=C(O)c1ccc(Nc2ccnc(SCC(=O)c3ccc(-c4ccccc4)cc3)n2)cc1	102
N#Cc1cnn(-c2cc(=O)[nH]c3ccccc23)c1N	108
Cn1c(=O)c(S(=O)(=O)c2ccccc2)cc2ccc3c(cnn3-c3ccc(Cl)cc3)c21	90
COC(=O)c1ccccc1C(=O)OC	98
Cc1ccc(N2CC(c3nc4ccccc4s3)CC2=O)cc1 (configuration not stated)	103
Clc1ccc2c(c1)Cc1cc(N=Cc3ccccc3Cl)ccc1-2	43
C/C=C(\C)C(C(=O)NC1CCCCC1)N(C(=O)C1CCc2cc(F)ccc2O1)c1ccc(Cl)cc1 (configuration not stated)	98
COc1cc(-c2nn(C(=O)NS(=O)(=O)c3ccc4ccccc4c3)cc2-c2ccncc2)ccc1Cl	84
CCOc1ccccc1/C=N\NC(=O)N/N=C/c1ccccc1OCC	77
Cc1ccc(Nc2nnc(-c3c[nH]c4ccccc34)o2)cc1	79
O=C1Nc2cc(-c3ccc(NS(=O)(=O)c4ccc([N+](=O)[O-])cc4)cc3)ccc2/C1=C/c1ccc[nH]1	14
CCN(CC)CC1CN(/N=C/c2ccc([N+](=O)[O-])o2)C(=O)O1 (configuration not stated)	100
O=C(NC(CSCc1ccccc1)C(=O)NC(Cc1ccc(O)cc1)C(=O)O)OCc1ccccc1 (configuration not stated)	101
O=C1N=c2ccccc2=C1c1sc(=Nc2ccccc2)n(Nc2ccccc2)c1O	97
CC1C(c2ccccc2)OCCN1C (configuration not stated)	99
CC(=O)OCC(=O)[C@@]1(O)CC[C@H]2[C@H]3[C@H]([C@@H](O)C[C@@]21C)[C@@]1(C)CCC(=O)C=C1C[C@@H]3C	82
COc1ccc2c(c1)CCNC21C(=O)Nc2ccc(Cl)cc21 (configuration not stated)	96
O=C(CN(c1ccc(F)cc1)S(=O)(=O)c1ccc(Cl)cc1)Nc1ccc(S(=O)(=O)N2CCC(N3CCCC3)CC2)cc1	48
CN1CCN(c2ccc([N+](=O)[O-])c3no[n+]([O-])c23)CC1	-42*
CC1=C(O)c2ccccc2C(=O)C1=O	114
CCCS(=O)(=O)Oc1ccc2c3c(c(=O)oc2c1)CCCCC3	99
Cc1ccsc1C(=O)CC(=O)C(F)(F)C(F)(F)C(F)(F)F	107
O=C(Nc1ccc(F)cc1)Oc1ccc[nH]c1=O	75
CC(=O)Nc1ccc(-c2cc3c(NCc4cccc(C)c4)ncnc3s2)cc1	86
Cc1ccc2nc(COc3ccc(C(=O)NNC(=S)NC(=O)c4ccccc4)cc3)[nH]c2c1	71

Nothing new here: 15 of the compounds above.
SMILES	HL-60(TB)
Cn1cnc([N+](=O)[O-])c1Sc1n[nH]c(N)n1	62
Nc1ccc([N+](=O)[O-])cc1-c1nc2ccccc2[nH]c1=O	108
O=C1c2cccc3cccc(c23)C(=O)N1Nc1nc(NC2CCCCC2)nc(N2CCOCC2)n1	101
O=C(Cc1ccccc1)NNc1nc(N2CCOCC2)nc(N2CCN(C(c3ccccc3)c3ccccc3)CC2)n1	98
Nc1ccc2c(O)c(N=Nc3ccccc3)c(S(=O)(=O)O)cc2c1	103
O=C1N=c2ccccc2=C/C1=C\c1cc(-c2ccccc2)[nH]c1O	96
CC1(C)OC(=O)C(=Cc2ccc(Br)cc2)C(=O)O1	115
COc1ccc(-c2nn(-c3ccccc3)cc2-c2nc3ccccc3o2)cc1	111
CC(C)OC(=O)[C@H](C)NP(=O)(OC[C@H]1O[C@@H](n2cnc3sc4c(=O)[nH]c(N)nc4c32)C(F)(F)[C@@H]1OP(=O)(N[C@@H](C)C(=O)OC(C)C)Oc1ccccc1)Oc1ccccc1 (some centres not stated)	49
CCCCn1c(=O)c(-c2cc(-c3ccc(F)cc3)nc(-c3ccc(F)cc3)c2)cc2ccc(Cl)cc21	101
CCCCCCCNC(=O)C(Cl)Cl	96
COc1ccc2nc3cc(Cl)ccc3c(Cl)c2n1	108
Oc1ccccc1C1NC(=S)Nc2c1sc1ccc(Cl)cc21 (configuration not stated)	105
COc1cc(C2CC(c3ccc4c(c3)OCO4)=NN2C=O)cc(OC)c1OC (configuration not stated)	0.6*
CNC1=C([N+](=O)[O-])C(c2ccc(Br)cc2)C(C#N)=C(c2ccc[nH]2)O1 (configuration not stated)	81

Following part
SMILES	HL-60(TB)
O=C(Cc1ccccc1)Nn1c(NCC(=O)N2c3ccccc3Sc3ccccc32)nnc1-c1ccc(O)cc1	105
Cn1cnc2c(cnn2C)c1=O	114
OC(COc1ccccc1)CN1CCCC1 (configuration not stated)	113
O=C(Nc1ncc(Cc2ccccc2)s1)C(=S)N1CCOCC1	97
COc1c(NC[C@H]2OC(O)(CO)[C@@H](O)[C@@H]2O)c(=O)c1=O (some centres not stated)	99
Cc1ncc(C[n+]2csc(CCBr)c2C)c(N)n1	100
O=C(O)CNC(=O)Cc1ccc(N(CCCl)CCCl)cc1	87
C#CC(NC(C)(C)CC(C)(C)C)C(C)C (configuration not stated)	101
CC(=O)CCNc1ccc2c(c1)C(=O)c1ccccc1C2=O	87
COc1cc2c(cc1OC)C1c3ccccc3N(C)C(=O)N1CC2 (configuration not stated)	98
Brc1ccc(-c2cn(-c3ccccc3)c(=Nc3ccc(Nc4ncnc5sc6c(c45)CCCC6)cc3)s2)cc1	95
N#C/C(=C(/O)CCCO)c1nc2ccccc2c(=O)[nH]1	102
CC[C@H]1c2ccccc2[C@@H](C(=O)O)N(C(C)=O)c2ccc(C)cc21	97
O=C(/C=C\c1ccccc1)c1ccc(C2CCCCC2)cc1	102
Nc1ccc(/C=N/Nc2ccnc3c(N)cccc23)c2cccnc12	-60*
CNS(=O)(=O)Nc1nccc(Cc2c(C)c3ccc(Oc4ncccn4)cc3oc2=O)c1F	28
Cc1[nH]c(-c2nc3ccccc3[nH]2)c(C)c1C(=O)N[C@@H](C)c1ccccc1	112
O=S(=O)(c1ccccc1)n1cc2c(c1)-c1nc(Nc3ccccc3)sc1CC2	76
NC(N)=Nc1ccc(C(=O)Oc2ccc([N+](=O)[O-])cc2CN2CCCCC2)cc1	103
S=c1[nH]n(-c2ccccc2)c(=S)s1	98
O=C(O)CCCc1ccc2c(c1)Cc1ccccc1-2	100
Nc1ccccc1-c1cc2c(c3c1[nH]c1ccccc13)CCCCCCCC2	77
C=CCC(=O)N[C@H](CO)Cc1ccc(-c2cc(Cl)cc(Cl)c2)cc1	94
O=c1[nH]cc(Cl)cc1Cl	101

Looked up above:
HL-60(TB) result of `O=c1[nH]cc(Cl)cc1Cl` is entered as 101
HL-60(TB) result of `CC[C@H]1c2ccccc2[C@@H](C(=O)O)N(C(C)=O)c2ccc(C)cc21` is entered as 97

Next entries follow.
SMILES	HL-60(TB)
NC(=O)c1cnc(Nc2ccc(N3CCOCC3)cc2)nc1NCCCNC(=O)C1CCC1	19
Cc1ccccc1NC(=O)/C=C\C(=O)O	101
O=S(=O)(Nc1ncccn1)c1ccc(Nc2nc(-c3ccccn3)cs2)cc1	100
O=C(O)C/C=C/Br	113
CCOc1ccc(N=Nc2ccccc2)cc1	87
CC(=O)O[C@H]1CC[C@]2(C)[C@H]3CC=C4[C@@H]5CC(C)(C)CC[C@]5(C(=O)N5CCNCC5)CC[C@@]4(C)[C@]3(C)CC[C@H]2C1(C)C	25
Cc1cc2c(c(C)n1)CN(C(=O)Nc1nc(-c3cncs3)ccc1N)C2	139
O=C1c2cccc3c(-c4ccc(-c5nc6c7ccccc7c7ccccc7c6[nH]5)cc4)ccc(c23)C(=O)N1Cc1ccccc1	99
CCCc1cc(CN2CCOCC2)c(O)c(CN2CCOCC2)c1O	91
O=S(=O)(Nc1ccc(Cl)nn1)c1ccc(NC(=S)NCc2ccccc2)cc1	103
C#CCOc1ccc(C(Nc2ccc(F)c(F)c2)c2nnnn2C2CCCCC2)cc1OC (configuration not stated)	101
COc1cc(C(=O)Nc2ccc(-c3nc4ccccc4[nH]3)cc2)cc(OC)c1OC	42
CC(=O)Oc1ccc(C(OC(C)=O)OC(C)=O)cc1	90
O=C1/C(=c2\c3ccccc3n3c(=O)c4ccccc4nc23)Nc2ccccc21	76
N#Cc1c(NCc2ccccc2I)sc2c1CCCC2	98
CCN1CCN(Cc2ccc(NC(=O)Nc3ccc(-n4ccc5c(NC(=O)c6ccccc6)nccc54)cc3)cc2C(F)(F)F)CC1	36
CC(=O)c1c(Nc2cccc(F)c2)[nH]c2c(Cl)cc(Cl)c(Cl)c2c1=O	-37*
O=c1[nH]c2ccc(Cl)cc2cc1CSc1ccc(Nc2nccc(-c3ccc(C(F)(F)F)cc3)n2)cc1	94
Cn1c2c(cc(S(=O)(=O)c3ccccc3)c1=O)CCc1c-2cnn1Cc1ccccc1	101
COc1ccc2cc(-c3ccnc4c(N=Nc5ccc(Cl)cc5)c(N)nn34)ccc2c1	99
COc1cccc(C(=O)NNc2nc(N3CCN(C4CCCCC4)CC3)nc(N3CCN(C(c4ccccc4)c4ccccc4)CC3)n2)c1	18
c1ccc(CSC(c2ccccc2)c2ccccc2)cc1	69
Cc1cc(C)c(/C=C2\C(=O)Nc3c2ccc(Cl)c3Cl)[nH]1	91
CCOP1(=O)OC(C)CN(C)c2oc(-c3ccc(C)cc3)nc21 (configuration not stated)	102
CCCC/C(=C\c1ccc(O)c(OC)c1)C(=O)NC(Cc1ccccc1)C(=O)C(=O)NCCc1ccc(OC)cc1 (configuration not stated)	55
CC(CN(C)C)CN1c2ccncc2Sc2ccncc21 (configuration not stated)	102
C=CCN=C1NC(=O)/C(=C/c2cc(C(C)(C)C)c(O)c(C(C)(C)C)c2)S1	54
c1ccc(-c2ccc3c(c2)NC(C2Nc4cc(-c5ccccc5)ccc4O2)O3)cc1 (configuration not stated)	89
N#CC1=C(Nc2ccccc2Cl)SC(c2c(Cl)cccc2Cl)NC1=O (configuration not stated)	64
CC(C)CCN(CCC(C)C)CC(O)c1cc2c(c3ccccc13)CCCC2 (configuration not stated)	79
C#C[C@]1(O)CC[C@H]2[C@@H]3CC=C4c5sc(-c6ccccc6)nc5CC[C@]4(C)[C@H]3CC[C@@]21C	74
O=S(=O)(CCN1CCOCC1)Nc1cncc(-c2ccc3ncnc(Nc4ccc(F)c(Cl)c4)c3c2)c1	110
O=C(/C=C/C(=O)n1ccc2ccccc21)n1ccc2ccccc21	101
CN(C)CCNC(=O)c1ccc(-c2nc3ccc4[nH]ncc4c3c3c2COCC3)cc1	-33*
CC1=C(SCCC(=O)N2CCNCCNCCNCC2)C(=O)c2ccccc2C1=O	53
COc1cc2cc(Oc3ccc(NC(=O)c4ccccc4)cc3)c(C)nc2cc1OC	100
N=C(N)c1ccc(-c2ccc(-c3ccc(Cl)cc3Cl)o2)cc1	-61*
Oc1ccc(-c2nc3ccc4[nH]ncc4c3c3c2CCCC3)c(F)c1	0.2*
CC(C)=CCC/C(C)=C/CC/C(C)=C/CCc1cc(C)oc1C	53
CCOC(=O)n1cc(-c2nonc2-c2cn(C)c3ncccc23)c2ccccc21	85
Cc1nc2ccccc2c(/C=C/c2ccc(Cl)cc2)c1C(=O)/C=C/c1ccc(C(F)(F)F)cc1	-37*
COC(=O)c1ccc([N+](=O)[O-])o1	105
COC(=O)C1=NC(=S)N=C(C(=O)OC)C1(C)C(=O)c1ccc(Cl)cc1	115
CC(=O)NC1COC(CO)C(OC2OC(CO)CC(O)C2NC(C)=O)C1O (configuration not stated)	100
Nc1cnc(Nc2ccc(Br)cc2)nc1N	77
O=C1CC(=NCC(=O)n2c(-c3ccccc3)nc3ccccc32)NN1	107
OC(c1ccccc1)C1(c2ccccc2)OCCO1 (configuration not stated)	78
CCOc1ccc(NC(=O)CSc2oc(-c3ccccc3)nc2S(=O)(=O)c2ccccc2)cc1	80
c1ccc2c3c([nH]c2c1)CCCC3	104
COC(=O)C1=C(C)NC(C)=C(C(=O)OC)C1c1ccccc1[N+](=O)[O-]	93
C/C=C(/C)C(=O)O[C@@H]1CC(C)(C)CC2C34OC(=O)[C@@]21CC[C@@]3(C)[C@]1(C)CCC2C(C)(C)C(=O)CC[C@]2(C)C1C[C@@H]4Cl (some centres not stated)	101
Cc1ccccc1NC(=O)Oc1ccc(Cl)cc1C(=O)c1ccccc1	103
O=C(O)CNCc1ccccc1	105
CC(=O)c1ccc2[nH]c(C)cc(=O)c2c1	99
